Bcl-xL primary: inhibitors of human Bcl-xL, primary screen, biochemical, fluorescence polarization, HTS; 320,000 tested, 0.7% active; inhibition, % at 10.9 µM; GST-Bcl-xL / FITC-Bim BH3 peptide fluorescence polarization; Bcl-2-like protein 1 (Homo sapiens), Q07817;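 active = inhibition above the mean of all tested compounds plus 3 SD, cutoff set per campaign, cut at about 30% in these data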;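 note: 0% = DMSO wells and 100% = unlabeled Bim-BH3 peptide competitor; inhibitors lower millipolarization by displacing the labeled peptide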
Target sequence (Q07817 whole entry, looked up): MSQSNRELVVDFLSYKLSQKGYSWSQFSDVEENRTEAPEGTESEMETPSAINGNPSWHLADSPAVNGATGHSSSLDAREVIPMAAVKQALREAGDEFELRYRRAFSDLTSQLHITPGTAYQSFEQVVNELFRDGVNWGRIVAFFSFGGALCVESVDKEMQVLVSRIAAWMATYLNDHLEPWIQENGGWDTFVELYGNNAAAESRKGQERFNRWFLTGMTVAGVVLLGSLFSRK
PAFAH1B2 inh: PAFAH1B2 enzyme inhibitors, primary screen, biochemical, fluorescence polarization, human | 340,000 tested, 1.2% active | Platelet-activating factor acetylhydrolase IB subunit alpha2 (Homo sapiens), P68402 | AID 492953, 2010 | inhibition, % at 3.39 µM | recombinant PAFAH1B2, FP-rhodamine activity probe;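 active = inhibition above the mean of all tested compounds plus 3 SD, cut at about 24% in these data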;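 note: 0% = enzyme with DMSO and 100% = wells lacking PAFAH1B2; many of its hits are not listed in these tables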
Target sequence (P68402 whole entry, looked up): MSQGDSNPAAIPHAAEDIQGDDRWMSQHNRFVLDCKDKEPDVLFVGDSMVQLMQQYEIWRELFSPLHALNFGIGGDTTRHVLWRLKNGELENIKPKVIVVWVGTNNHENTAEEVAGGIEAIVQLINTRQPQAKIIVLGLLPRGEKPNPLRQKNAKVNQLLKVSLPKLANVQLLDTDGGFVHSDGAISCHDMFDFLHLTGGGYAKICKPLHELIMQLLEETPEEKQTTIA
pPAFAH inh: pPAFAH enzyme inhibitors, primary screen, biochemical, fluorescence polarization, human. Platelet-activating factor acetylhydrolase (Homo sapiens), Q13093. recombinant pPAFAH, FP-rhodamine probe fluorescence polarization. inhibition, % at 3.39 µM. 330,000 tested, 1.5% active. AID 463082, 2010;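 active = inhibition above the mean inhibition across the screen plus 3 SD, cut at about 25% in these data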;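 note: inhibitors block binding of the rhodamine activity-based probe so polarization drops; 0% = enzyme with DMSO and 100% = wells lacking pPAFAH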
PME-1 inh: PME-1 inhibitors via competitive probe labeling, primary screen, biochemical, fluorescence polarization, FP-Rh probe, HTS; inhibition, % at 5.9 µM; 320,000 tested, 0.53% active; recombinant PME-1; Protein phosphatase methylesterase 1 (Homo sapiens), Q9Y570; AID 2130, 2009;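 active = inhibition above the campaign mean of all compounds plus 3 SD, cut at about 26% in these data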;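 note: competitive labeling of PME-1 active site by serine hydrolase directed probe; 0% = PME-1 with DMSO and 100% = wells lacking PME-1 enzyme; inhibitors block probe labeling so polarization falls and inhibition rises; many of its hits are not listed in these tables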
Fam108B counter: mouse Fam108B serine hydrolase inhibitors, primary screen, counter-screen for RBBP9 inhibitor project, biochemical, fluorescence polarization. AID 1947, 2009. 300,000 tested, 0.33% active. recombinant Fam108B, FP-Rh probe fluorescence polarization. inhibition, % at 9.51 µM;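 active = inhibition above the screen mean inhibition plus 3 SD, computed separately per campaign, cut at about 18% in these data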;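 note: inhibitors lower polarization as less probe binds the enzyme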
MCL1-BIM inh: inhibitors of MCL1 binding to BIM-BH3, primary screen, biochemical, fluorescence polarization; Induced myeloid leukemia cell differentiation protein Mcl-1 (Homo sapiens), Q07820; GST-MCL1 / FITC-Bim-BH3 fluorescence polarization; inhibition, % at 10.9 µM; 320,000 tested, 0.68% active; AID 2057, 2009;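 active = inhibition above the mean inhibition of all tested compounds plus 3 SD, set per campaign, cut at about 40% in these data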;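 note: 0% = DMSO wells and 100% = unlabeled Bim-BH3 peptide control; higher means more loss of mP so more displacement of Bim peptide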
GLD-1 TGE inh: GLD-1/TGE RNA complex disruptors, primary screen, biochemical, fluorescence polarization. Female germline-specific tumor suppressor gld-1 (Caenorhabditis elegans), Q17339. purified GLD-1 + fluorescein TGE RNA. inhibition, % at 5.96 µM. 320,000 tested, 0.44% active;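 active = percent inhibition above a per-plate cutoff, the plate mean of test compounds plus 3 SD, cut at about 30% in these data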;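 note: 0% = DMSO wells with GLD-1 and probe and 100% = wells lacking GLD-1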
MEX-5 binding: MEX-5 zinc finger RNA-binding disruptors – biochemical, C. elegans, fluorescence polarization, MLPCN library, primary screen. MEX-5/FITC-TCR2 RNA binding; active compounds read low. activity score (negative = inhibition of binding), % at 10 µM. 300,000 tested, 0.38% active;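 active = inhibition past about -25% in most replicates, and total fluorescence under double the plate's negative control median, limit read from the data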;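 note: 0% = DMSO and -100% = 5 µM competing unlabeled TCR2 RNA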
Target sequence (Q9XUB2 whole entry, looked up): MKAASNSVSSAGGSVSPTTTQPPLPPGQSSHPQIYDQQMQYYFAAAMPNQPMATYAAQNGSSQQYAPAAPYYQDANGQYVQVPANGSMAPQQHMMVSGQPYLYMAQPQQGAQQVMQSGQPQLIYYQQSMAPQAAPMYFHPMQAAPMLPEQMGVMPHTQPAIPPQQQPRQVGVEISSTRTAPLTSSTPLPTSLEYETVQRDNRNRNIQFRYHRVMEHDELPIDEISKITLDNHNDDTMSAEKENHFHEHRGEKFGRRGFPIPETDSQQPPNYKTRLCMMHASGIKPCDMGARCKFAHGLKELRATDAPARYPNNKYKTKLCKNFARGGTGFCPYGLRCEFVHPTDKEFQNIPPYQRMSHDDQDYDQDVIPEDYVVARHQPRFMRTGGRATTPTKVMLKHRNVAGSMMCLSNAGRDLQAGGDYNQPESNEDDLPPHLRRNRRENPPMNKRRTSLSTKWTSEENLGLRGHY
AHR act: AHR activators, primary screen, cell-based, luminescence, luciferase reporter, human; AID 2796, 2010; AHR-responsive luciferase reporter cells; Aryl hydrocarbon receptor (Homo sapiens), P35869; activation, % at 5 µM; 320,000 tested, 2.5% active; in the data active = activation above about 47%;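 note: 0% = vehicle wells and 100% = reference agonist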
* = called active by the depositor; · = no result given. Only part of the results is shown; the hit share may differ from the screen's.

SMILES	Bcl-xL primary	PAFAH1B2 inh	pPAFAH inh	PME-1 inh	Fam108B counter	MCL1-BIM inh	GLD-1 TGE inh	MEX-5 binding	AHR act
c1ccc(COn2c(-c3ccccc3)nc3c2CCc2nonc2-3)cc1	1	2	2	-1	-3	9	8	2.1	28
Cc1ccc(C(=O)Nc2scc(-c3ccccc3)c2C(=O)O)cc1	10	6	-17	-7	3	11	3	0.1	0
CCCc1cc(=O)oc2cc3oc(C)c(C)c3cc12	4	6	1	-2	2	3	8	-1.4	8
Cc1ccc2nc(-c3ccc(O)cc3)oc2c1	2	5	6	2	4	-2	-89	-2.8	0
Cn1cncc1C#Cc1ccc2cc(CCCO)oc(=O)c2c1	-1	1	4	-3	·	1	-2	·	18
COc1ccc(N(CC(=O)NC2CC3CCC2C3)S(=O)(=O)c2ccc(C)c([N+](=O)[O-])c2)cc1 (stereo unspecified)	-1	8	10	-3	-1	-1	-4	-0.6	2
Cc1cccc(NC(=S)NCCc2ccccn2)c1	9	·	2	-1	-1	7	6	-0.4	-4
CN(CC(O)CN)CC(O)CN1CCCCC1 (stereo unspecified)	-2	-2	0	1	0	5	-13	1.6	-8
Cc1cc(C)cc(C(=O)/C=C2\NC(=O)CS2)c1	-4	7	-1	-8	-6	-6	-5	-0.5	45
Cc1ccc(S(=O)(=O)NCCC(=O)N2CCCC(C)C2)cc1 (stereo unspecified)	6	3	5	-1	-3	4	-4	-1.4	-1
CC(NC(=O)C(C(=O)c1cccc([N+](=O)[O-])c1)n1cc(Cl)ccc1=O)c1ccccc1 (stereo unspecified)	3	1	8	1	-3	-2	-3	3.6	-2
CCOC(=O)[C@H]1[C@H]2COc3ccc(OC)cc3[C@@H]2N2C(=O)[C@H](C)NC(=O)[C@@]12C	1	2	-1	0	·	-3	-4	·	0
Cc1ccc(C(=O)Nc2ccc(S(=O)(=O)N3CCCC3)cc2)cc1	4	3	-7	5	1	8	0	-1.4	0
O=C(O)Cc1sc(Nc2ccccc2)nc1-c1ccc(Cl)cc1	-6	9	5	3	1	-14	0	0.9	16
CC1CCCN(c2ccc(C(=O)Nc3nnc(C4CC4)s3)cc2[N+](=O)[O-])C1 (stereo unspecified)	1	4	3	-1	6	4	-5	1.7	18
O=C(Nc1cnccn1)Nc1ccccc1Cl	-2	8	5	-1	2	-6	3	-0.8	47
COc1ccc(N2C(=O)CSC2c2cccc(F)c2)cc1 (stereo unspecified)	4	11	-3	-4	-11	-1	-2	1.3	0
C[C@H](CO)N1C[C@H](C)[C@@H](CN(C)C(=O)Nc2ccc(C(F)(F)F)cc2)Oc2c(NS(=O)(=O)c3cn(C)cn3)cccc2C1=O	·	19	1	·	·	·	11	·	1
CCCCN(C)CCNC(=O)CCn1nc(-c2ccc(Cl)cc2)ccc1=O	0	0	6	0	1	0	-6	0.4	3
CCOC(=O)c1c(NC(=O)CSc2n[nH]c(CNc3ccccc3)n2)sc(C)c1C	6	4	-4	-3	1	9	2	0.8	16
COc1cc(-c2noc(-c3ccccc3C(=O)NCc3ccco3)n2)cc(OC)c1OC	2	0	2	-7	-2	0	7	-1.4	3
Cc1ccc(N2C(=O)c3ccc(C(=O)O)cc3C2=O)c(C)c1	1	1	-3	-10	1	2	5	0.6	2
c1ccc2c(c1)CC1(CCCC1)N=C2N1CCOCC1	1	-1	-2	2	1	-4	-1	-1.3	0
CN(C)Cc1c(C(=O)N/N=C/c2ccc(-c3ccccc3)cc2)nnn1-c1nonc1N	4	1	-2	-6	2	2	4	-0.4	1
CC(=O)Nc1ccc(NC(=O)C(C)OC(=O)C2CCCCC2)cc1 (stereo unspecified)	18	0	-3	1	·	151*	21	·	0
COCCCN(C(=O)c1ccc(N2CCCC2=O)cc1)c1c(N)n(Cc2ccccc2)c(=O)[nH]c1=O	-6	-3	-4	-3	-2	0	3	-0.1	3
COCCCN(C(=S)Nc1cccc(Cl)c1)C(C)c1ccncc1 (stereo unspecified)	4	3	3	1	3	2	-2	1.7	1
COc1ccc(NC(=O)CCc2nc3ccccc3[nH]2)cc1	4	2	-3	0	8	5	-3	-1.0	2
COc1ccc(NC(=S)N2CCN(c3ccc([N+](=O)[O-])cc3)CC2)cc1OC	6	0	2	5	5	7	-2	-0.3	-4
CN(Cc1nccs1)C(=O)c1ccc(OC2CCN(Cc3ccccn3)CC2)cc1	1	1	-6	0	3	-1	10	-1.5	1
CCc1nccn1CCC(=O)NC1CC(C)(C)Cc2c1cnn2-c1cccc(F)c1 (stereo unspecified)	6	-3	2	2	2	9	3	1.4	0
Cc1cccc(-n2c(SCC(=O)N3CC(=O)Nc4ccccc43)nc3ccccc3c2=O)c1	-4	2	2	6	4	-3	2	14	-4
O=C(/C=C/c1cnc2ccccc2n1)NC12CC3CC(CC(C3)C1)C2	-6	12	3	5	-1	-12	9	-1.5	2
CC1CN(C(=O)Cn2c(C(F)(F)F)nc3ccccc32)CC(C)O1 (stereo unspecified)	7	3	1	-2	2	5	4	0.5	1
COCC(C)N1C(=O)Cc2c1nc(N)c1c(N)nc(N3CCN(c4ccccc4F)CC3)c(C#N)c21 (stereo unspecified)	23	7	0	4	1	23	1	0.7	-2
CCS(=O)(=O)N1CCCC(C(=O)NCCc2ccc(C)cc2)C1 (stereo unspecified)	4	5	0	2	0	4	3	1.3	0
COc1cccc(NC(=S)NNC(=O)C(C)n2nc(C)c([N+](=O)[O-])c2C)c1 (stereo unspecified)	2	-3	1	0	-6	4	2	-6.6	0
COc1ccc(C(=O)Nc2ccccc2C(=O)NCc2ccco2)cc1OC	0	0	-2	4	-2	-3	-8	-1.3	-2
Cn1c(SCc2nc(-c3ccc(Cl)cc3)no2)nnc1-c1cccs1	1	1	-1	4	7	0	-2	0.1	-1
Cc1ccc(CN2CCN(Cc3cn(C(C)C)c4ccccc34)CC2CCO)o1 (stereo unspecified)	5	-3	-3	4	-3	4	-5	0.5	10
COc1ccc(CC(=O)Nc2nc(-c3cccnc3)cs2)cc1	-2	2	3	-8	6	-15	-2	-0.1	18
CC1(C)Cc2c(c(-c3ccco3)nc3n[nH]c(N)c23)CO1	12	-2	3	8	6	10	17	1.5	0
CCOc1ccc(N(CC(=O)NC2CC3CCC2C3)S(=O)(=O)c2ccc(C)cc2)cc1 (stereo unspecified)	-3	6	-3	-2	0	5	1	0.9	23
COc1ccccc1C1NC(c2ccccc2OC)C(C)C(=O)C1C (stereo unspecified)	7	2	2	2	-2	12	3	1.1	1
Cc1cc(CN2CCCC(CO)(Cc3cccc(Cl)c3)C2)n[nH]1 (stereo unspecified)	-2	2	-1	3	-2	1	0	1.0	3
COc1cc(OC)cc(C(=O)NNC(=S)NC(=O)c2cccnc2)c1	3	-1	3	-3	1	2	-2	-0.1	6
O=C(NCCN1CCOCC1)c1cccc(Cl)c1	4	-2	-3	-7	7	9	-6	-1.9	4
CCOC(=O)C(C)Sc1nnc(NC(=O)c2ccc(C)c([N+](=O)[O-])c2)s1 (stereo unspecified)	-6	3	-1	-1	-3	1	-2	·	0

A draw from above in order of heavy-atom count, ascending:
SMILES	Bcl-xL primary	PAFAH1B2 inh	pPAFAH inh	PME-1 inh	Fam108B counter	MCL1-BIM inh	GLD-1 TGE inh	MEX-5 binding	AHR act
COc1ccc(CC(=O)Nc2nc(-c3cccnc3)cs2)cc1	-2	2	3	-8	6	-15	-2	-0.1	18
Cn1c(SCc2nc(-c3ccc(Cl)cc3)no2)nnc1-c1cccs1	1	1	-1	4	7	0	-2	0.1	-1
Cc1ccc(CN2CCN(Cc3cn(C(C)C)c4ccccc34)CC2CCO)o1 (stereo unspecified)	5	-3	-3	4	-3	4	-5	0.5	10
CCOc1ccc(N(CC(=O)NC2CC3CCC2C3)S(=O)(=O)c2ccc(C)cc2)cc1 (stereo unspecified)	-3	6	-3	-2	0	5	1	0.9	23

Quoted at random: two compounds from above.
SMILES	Bcl-xL primary	PAFAH1B2 inh	pPAFAH inh	PME-1 inh	Fam108B counter	MCL1-BIM inh	GLD-1 TGE inh	MEX-5 binding	AHR act
CC1(C)Cc2c(c(-c3ccco3)nc3n[nH]c(N)c23)CO1	12	-2	3	8	6	10	17	1.5	0
CCOC(=O)C(C)Sc1nnc(NC(=O)c2ccc(C)c([N+](=O)[O-])c2)s1 (stereo unspecified)	-6	3	-1	-1	-3	1	-2	·	0

Later entries
SMILES	Bcl-xL primary	PAFAH1B2 inh	pPAFAH inh	PME-1 inh	Fam108B counter	MCL1-BIM inh	GLD-1 TGE inh	MEX-5 binding	AHR act
Cn1nnnc1SCC(=O)NC1CCCC1	0	5	2	-7	-1	-9	21	-0.7	-2
O=S(=O)(c1cccc(-c2n[nH]c(=S)n2-c2ccccc2Cl)c1)N1CCOCC1	·	4	4	·	·	·	4	·	6
CC(C)(C)c1cc(CCC(=O)N2CCC2)cc(C(C)(C)C)c1O	5	-4	-4	-3	-5	5	0	-1.8	13
COc1ccccc1NC(=O)c1ccc(SCC(=O)NCc2ccccc2Cl)c([N+](=O)[O-])c1	6	0	9	4	-6	7	3	2.3	99*
O=C1c2oc3ccccc3c(=O)c2C(c2ccc(O)cc2)N1c1nccs1 (stereo unspecified)	3	-15	3	-50	-35	1	-5	1.5	1
Cc1cc(=O)oc(C)c1C(=O)Nc1ccc2ncccc2c1	100*	-4	5	-4	3	97*	-27	-19	9
Cc1ccccc1SCC(=O)OCC(=O)NCc1ccccc1	·	4	21	·	·	·	-8	·	-1
COc1cccc(CN(C(=O)c2ccc([N+](=O)[O-])cc2)C2CCS(=O)(=O)C2)c1 (stereo unspecified)	1	-1	5	3	2	2	3	1.4	0
CC(C)OC(=O)c1ccc(NC(=O)CSc2nc3ncccc3[nH]2)cc1	-1	-1	-6	-17	-2	8	-5	1.9	1

Compound activity from PubChem.
